Screening results as filed in PubChem.
UBC9 SUMO inh – blocks human SUMOylation mediated by UBC9; P63279; HTRF SUMOylation assay, SAE1/SAE2 + UBC9, in vitro; inhibition, % at 35 µM; 290,000 tested, 0.36% active; AID 2006; in the data active = inhibition above about 50%, passing the limit was not always enough; also: strong numbers were not always called active
Target sequence (P63279 whole entry, looked up): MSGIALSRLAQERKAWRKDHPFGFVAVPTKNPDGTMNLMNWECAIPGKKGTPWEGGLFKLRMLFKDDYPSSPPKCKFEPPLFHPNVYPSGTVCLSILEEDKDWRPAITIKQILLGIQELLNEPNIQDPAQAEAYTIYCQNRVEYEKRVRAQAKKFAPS
GalR3 antagonist – human GalR3 antagonism; HEK293 GalR3-CNG cAMP membrane potential fluorescence; galR3 body fused to GalR1 C-terminus; O60755; inhibition, % at 3 µM; AID 651719; 360,000 tested, 0.44% active;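 active = inhibition above the screen-wide average plus 3 SD, cut at about 13% in these data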;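 also: forskolin and galanin both at EC90 stimulate the cells; cAMP rise reported by CNG channel membrane potential dye signal; 0% = forskolin plus galanin with DMSO and 100% = forskolin alone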
Target sequence (O60755 1-299 limits assumed): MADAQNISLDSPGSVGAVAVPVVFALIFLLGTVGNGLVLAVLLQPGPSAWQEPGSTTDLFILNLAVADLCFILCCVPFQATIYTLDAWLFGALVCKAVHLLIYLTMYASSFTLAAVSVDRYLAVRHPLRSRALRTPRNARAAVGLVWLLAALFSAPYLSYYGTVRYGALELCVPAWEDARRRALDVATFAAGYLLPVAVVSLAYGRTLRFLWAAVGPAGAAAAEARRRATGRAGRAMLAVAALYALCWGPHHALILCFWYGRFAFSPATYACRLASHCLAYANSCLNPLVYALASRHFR
CRFBP-R2 agonist – agonists of human CRF-binding protein/CRF-R2 receptor complex; activation, % at 13.2 µM; 350,000 tested, 0.46% active; HEK293 CRF-R2/CRF-BP, calcium dye fluorescence (FLIPR); percent of saturating CRF peptide response; AID 588473;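 active = activation of at least 50%, plus an integration ratio under a set limit after plate pattern correction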;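 also: plate controls were neutral control wells without compound for no effect and CRF at EC100 for full effect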
DNA FID counter – displaces DNA intercalator in HCV helicase counter-screen | AID 1845 | 290,000 tested, 0.17% active | DNA fluorescent intercalator displacement, fluorescence | inhibition, % at 7.9 µM; in the data active = inhibition above about 37%;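 also: 0% = vehicle and 100% = reference compound; higher means more ethidium bromide displaced from hairpin DNA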
MEKK2 mut-MEK5 – signal of MEK5 binding to mutant human MEKK2 PB1 domain; percent response, % at 10 µM; 290,000 tested, 0.35% active; bead flow cytometry, Alexa488-MEK5 binding to MEKK2 mutant; AID 1530; in the data active = percent response above about 24%, passing the limit was not always enough; also: inactives centre near 1; some results filed as inactive read as strong as hits; reference of the scale not given here
HCV NS3 hel inh – inhibitors of Hepatitis C virus NS3 helicase. inhibition, % at 10.9 µM. NS3 helicase DNA unwinding, Cy5 molecular beacon fluorescence. 290,000 tested, 0.56% active;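 active = inhibition above the mean of all tested compounds plus 3 SD, set per campaign, cut at about 35% in these data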;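 also: 0% = DMSO wells and 100% = thioflavine S control wells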
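Assay system: hepatitis C virus NS3 helicase domain fragment enzyme. Also added: annealed dual-labelled DNA beacon duplex, ATP-started. Timing: 1 h reaction at 25 °C, ATP-initiated. Technique: Cy5 fluorescence at 0 and 60 min, beacon hairpin quenching. Evaluation: % inhibition of unwinding. Replication: one well per compound.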
MEKK3 PB1 HTS – raises or lowers MEK5 binding to the human MEKK3 PB1 domain | 290,000 tested, 1.4% active | binding response (% of control), % at 10 µM | AID 1529 | Q99759 | bead-based flow cytometry, Alexa488-MEK5 binding to MEKK3; actives lie on both sides; 0 = blocked by unlabeled MEK5, 100 = vehicle;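 active = binding response more than 3 SD above or below the average of its plate-row segment, actives on both sides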;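 also: Alexa488 bead fluorescence after subtracting the streptavidin-only scavenger bead signal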
Target sequence (Q99759 whole entry, looked up, the tested form may be a part): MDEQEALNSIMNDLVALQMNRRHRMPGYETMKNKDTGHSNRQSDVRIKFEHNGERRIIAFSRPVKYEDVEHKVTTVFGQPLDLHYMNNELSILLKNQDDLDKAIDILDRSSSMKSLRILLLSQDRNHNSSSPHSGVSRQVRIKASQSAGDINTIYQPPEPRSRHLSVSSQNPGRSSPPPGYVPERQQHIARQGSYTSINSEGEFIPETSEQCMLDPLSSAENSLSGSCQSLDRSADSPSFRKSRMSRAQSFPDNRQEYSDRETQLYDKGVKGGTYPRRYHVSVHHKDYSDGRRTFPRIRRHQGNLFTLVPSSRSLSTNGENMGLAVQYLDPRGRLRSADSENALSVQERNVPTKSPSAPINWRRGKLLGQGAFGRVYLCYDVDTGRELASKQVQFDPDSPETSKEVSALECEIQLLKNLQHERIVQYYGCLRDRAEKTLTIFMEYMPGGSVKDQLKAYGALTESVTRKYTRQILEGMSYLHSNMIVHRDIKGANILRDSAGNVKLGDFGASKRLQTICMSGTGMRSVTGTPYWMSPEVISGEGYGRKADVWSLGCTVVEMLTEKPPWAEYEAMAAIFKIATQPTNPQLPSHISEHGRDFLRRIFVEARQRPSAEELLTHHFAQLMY
MEKK2 WT-MEK5 – raises or lowers MEK5 binding to wildtype human MEKK2 PB1 domain | 290,000 tested, 1.1% active | binding response (% of control), % at 10 µM | bead flow cytometry, Alexa488-MEK5 binding to MEKK2 WT; actives lie on both sides | Q9Y2U5; in the data active = binding response below about 67% or above about 130%
CRFR2-BP antag – CRF-BP/CRF-R2 complex antagonism | inhibition, % at 11.8 µM | HEK293 CRF-R2/CRF-BP, CRF-induced calcium fluorescence | 350,000 tested, 0.59% active;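 active = inhibition of the ligand-induced calcium signal above about 50% at the single tested concentration, limit read from the data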
The depositor's hits bear a star; / = not tested or not shown. An excerpt; rates above refer to the full screens.

SMILES | UBC9 SUMO inh | GalR3 antagonist | CRFBP-R2 agonist | DNA FID counter | MEKK2 mut-MEK5 | HCV NS3 hel inh | MEKK3 PB1 HTS | MEKK2 WT-MEK5 | CRFR2-BP antag
COc1cc(OC)cc(C(=O)NC(C(=O)N2CCc3ccccc3C2)C(C)C)c1 (stereo unspecified) | 3.7 | -8.4 | 0.4 | -30.8 | -3.0 | 1.4 | 96.0 | 100.0 | -7.8
O=[N+]([O-])c1cccc(S(=O)(=O)NCC2CC3CCC2C3)c1 (stereo unspecified) | -11.9 | -10.6 | -0.8 | -5.2 | -6.0 | 16.4 | 95.0 | 98.0 | -9.3
Cc1cc(NC(=O)c2cccc(S(=O)(=O)N3CCCCC3)c2)no1 | -5.3 | 3.4 | -0.4 | -16.9 | -5.0 | 8.0 | 98.0 | 89.0 | -28.5
CNc1nc(Nc2ccccc2)nc(OCC(F)(F)F)n1 | 10.3 | -4.5 | 1.4 | -9.6 | 9.0 | -26.8 | 90.0 | 100.0 | -13.4
O=C(C1CC1)N1CCc2cc(S(=O)(=O)N3CCOCC3)ccc21 | -7.4 | 0.9 | -2.5 | 0.8 | -2.0 | -7.4 | 98.0 | 103.0 | 15.0
COc1cc(C2C(C#N)=C(N)N(N(C)C)C3=C2C(=O)CC(C)(C)C3)ccc1O (stereo unspecified) | 28.9 | -8.7 | -1.5 | -10.7 | 2.0 | -5.1 | 105.0 | 108.0 | 3.2
CC(/C=N/NC(=O)c1cccnc1)=C\c1ccccc1 | 4.7 | -6.4 | -0.2 | -7.3 | -9.0 | 13.6 | 87.0 | 90.0 | -1.3
Cc1onc(C(=O)NC2CCCCC2)c1[N+](=O)[O-] | -3.1 | / | -0.5 | -4.2 | 2.0 | 4.1 | 101.0 | 100.0 | 7.5
CSCc1cc(N(C)c2ccccc2)nc(-c2ccccc2)n1 | 10.9 | -13.4 | 1.1 | -11.9 | 0.0 | 6.5 | 105.0 | 103.0 | 13.9
COc1cccc(CN2CCN(C(=O)c3cccc4ccccc34)CC2)c1OC | -3.4 | 0.0 | -0.7 | -15.1 | 1.0 | -12.2 | 104.0 | 102.0 | -5.1
O=C(/C=C/c1c(Cl)cccc1Cl)n1cccn1 | 12.0 | -3.4 | -1.6 | -0.3 | 2.0 | 8.6 | 107.0 | 104.0 | -6.7
O=C(Nc1ncccc1O)c1cccc(S(=O)(=O)N2CCc3ccccc32)c1 | 32.0 | -4.9 | -0.3 | -5.0 | 0.0 | 11.2 | 97.0 | 100.0 | -8.8
CC1CN(C(=O)CCC(=O)N2CCOCC2)c2ccccc2O1 (stereo unspecified) | 21.3 | / | 1.1 | -9.2 | 1.0 | 4.5 | 95.0 | 95.0 | -1.2
CC(C)(C)NC(=O)C(c1cccs1)N(Cc1ccco1)C(=O)c1csnn1 (stereo unspecified) | -3.3 | -8.1 | -0.4 | -22.5 | -4.0 | 2.1 | 98.0 | 98.0 | 2.2
CCCC(=O)NC(c1cccs1)c1cc([N+](=O)[O-])c2cccnc2c1O (stereo unspecified) | -24.1 | -5.7 | -0.3 | -5.9 | -1.0 | 12.8 | 102.0 | 100.0 | 12.4
O=C(NCc1ccco1)C1CCCN(S(=O)(=O)c2cccc3nsnc23)C1 (stereo unspecified) | 19.7 | -0.1 | 0.1 | -3.0 | 3.0 | 3.0 | 102.0 | 105.0 | 7.2
Cc1cc(C)c(OCCNC(=O)c2ccccc2Sc2ccccc2C#N)c(C)c1 | 9.1 | -5.9 | 13.1 | -25.1 | -1.0 | -4.3 | 101.0 | 104.0 | -9.2
O=C(Cc1ccc(Cl)cc1)Nc1ccccc1C(=O)Nc1ccc(C(=O)O)cc1 | 9.8 | 4.7 | 0.2 | -19.2 | -4.0 | 4.3 | 100.0 | 97.0 | 2.0
COc1ccccc1C(=O)N1CCN(c2ccccn2)CC1 | -0.6 | -6.6 | 1.0 | -1.5 | -2.0 | 0.1 | 97.0 | 99.0 | 17.4
CCCCC(CC)CNC(=O)CCS(=O)(=O)c1cccc2nsnc12 (stereo unspecified) | 27.5 | -1.7 | -2.1 | -24.2 | 6.0 | -9.7 | 119.0 | 120.0 | 5.9
COc1ccccc1/C=N/NC(=O)c1ccc(-c2ccccc2)cc1 | -0.9 | -0.2 | -4.5 | -2.1 | 3.0 | 11.7 | 105.0 | 110.0 | 29.2
COc1ccc([C@@H]2Sc3cc(OC)ccc3N(CCN(C(C)C)C(C)C)C(=O)[C@H]2OC(C)=O)cc1 | 18.8 | -4.4 | 0.4 | 7.4 | 2.0 | -7.9 | 89.0 | 100.0 | -21.4
Cc1ccc(-c2cc(NC(=O)CSc3n[nH]c(N)n3)n(-c3ccccc3)n2)cc1 | -20.6 | -2.1 | 4.0 | -4.6 | -6.0 | -2.1 | 95.0 | 93.0 | -30.7
CO/N=C(/CS(=O)(=O)c1ccc(C)cc1)c1ccc(OC)cc1 | 15.7 | 3.5 | 0.0 | -12.0 | 6.0 | 4.6 | 100.0 | 99.0 | 7.6
COc1ccc(CNC(=O)[C@@H]2CC=C[C@@H]3CCN(C4CC4)C(=O)[C@@H]32)cc1 | / | -2.7 | -0.4 | / | -4.0 | / | 101.0 | 98.0 | 4.5
COc1ccc(Cl)cc1NC(=O)CN(C)C(=O)COc1ccccc1F | -4.5 | -6.1 | -0.4 | -7.9 | -7.0 | -3.2 | 101.0 | 94.0 | 0.0
COC(=O)c1cccc(-n2c(C)cc(C=O)c2C)c1C | -16.6 | -3.7 | -1.5 | -2.6 | 1.0 | -7.6 | 126.0 | 103.0 | 25.8
CCN(CC)C(=O)CCc1nc2sc3c(c2c(=O)[nH]1)CCCC3 | 9.6 | -4.5 | 0.2 | -17.2 | 2.0 | -3.2 | 103.0 | 99.0 | 1.6
COc1cccc(NC(=O)c2nnn(CCc3ccccc3)c2N)c1 | -3.8 | 0.0 | -2.2 | -13.6 | 1.0 | 0.3 | 104.0 | 101.0 | -16.2
O=c1c2[nH]c3ccc(Br)cc3c2ncn1Cc1ccncc1 | 9.1 | / | -1.4 | 0.5 | -3.0 | 8.8 | 91.0 | 92.0 | 17.8
CCNc1nc(OC)nc(N2CCC(Cc3ccccc3)CC2)n1 | -6.1 | 9.5 | -5.1 | -5.2 | 1.0 | 5.9 | 96.0 | 99.0 | -11.6
Cc1cc(C)c2[nH]c(=O)c(CN(Cc3nnnn3C3CCCC3)C3CCCCC3)cc2c1 | 13.7 | / | 0.5 | 6.4 | 5.0 | -0.9 | 108.0 | 104.0 | 8.4
O=C(NC1CCCCC1)C(c1ccc(F)cc1)N(CCc1ccccc1)C(=O)CN1C(=O)c2ccccc2S1(=O)=O (stereo unspecified) | 19.0 | -4.5 | 4.4 | 3.0 | -3.0 | 19.5 | 79.0 | 78.0 | 5.4
Cc1cc(NC(=O)COC(=O)c2ccc(F)c(S(=O)(=O)N3CCOCC3)c2)no1 | 4.2 | 2.1 | -0.6 | -11.0 | 8.0 | -0.5 | 98.0 | 100.0 | 13.9
COC(=O)/C=C1/S/C(=N/N=C/c2ccco2)NC1=O | 0.2 | -6.6 | 0.2 | -3.3 | -2.0 | 6.8 | 100.0 | 100.0 | 0.6
CC(=O)Nc1ccc(Nc2nc(C)nc3c2oc2ccccc23)cc1 | 22.7 | -5.4 | -0.2 | -13.4 | 4.0 | -4.7 | 104.0 | 111.0 | 4.2
CC1CCN(Cc2nc(-c3ccccc3)no2)CC1 | / | -4.0 | 1.4 | -1.7 | -3.0 | -6.1 | 104.0 | 97.0 | 4.0
Cc1ccccc1C(=O)/C(C#N)=N/Nc1c(C)n(C)n(-c2ccccc2)c1=O | -148.1 | -2.4 | 0.0 | -33.0 | 3.0 | -9.4 | 104.0 | 105.0 | -3.9
Cc1sc2ncnc(SCC(=O)N3c4ccccc4Sc4ccc(Cl)cc43)c2c1C | -1.0 | -0.2 | 2.6 | 3.9 | -3.0 | -0.1 | 95.0 | 92.0 | 5.3
Nn1cc(-c2ccccc2)nc1SCC(=O)NCCc1ccccc1 | 22.4 | -4.2 | -2.6 | -10.4 | 2.0 | 4.5 | 107.0 | 103.0 | -2.7
COc1cccc(-n2c(Cc3cc(=O)[nH]c(=O)[nH]3)nnc2SCC(=O)NC2CCCCC2)c1 | 9.8 | 2.8 | -1.0 | -17.0 | 0.0 | -10.3 | 101.0 | 99.0 | -8.5
COc1ccc(COC(=O)c2n[nH]c3ccccc23)cc1F | -3.7 | -1.7 | 10.7 | -10.3 | 1.0 | -12.2 | 100.0 | 103.0 | -11.0
O=C(c1c[nH]c2ccccc12)N1CCOCC1 | 9.8 | -5.6 | 0.8 | -5.7 | -2.0 | -4.3 | 97.0 | 99.0 | 1.4
COc1cc(C(=O)Nc2ccc(NC(=O)c3ccccc3)nc2)cc(OC)c1OC | 6.2 | -8.3 | -1.3 | -19.9 | -5.0 | -1.0 | 96.0 | 98.0 | 5.1
O=C(Nc1ccccc1C(=O)NCc1ccccc1)c1ccccc1Br | -15.7 | 3.0 | -1.3 | -11.4 | 0.0 | 2.6 | 125.0 | 105.0 | 34.9
Cc1ccc(Cc2cnc(NC(=O)CN3CCOCC3)s2)cc1Cl | 13.1 | -3.0 | 0.8 | -26.4 | 5.0 | -9.2 | 103.0 | 101.0 | -17.7
COc1cc(-c2nc3c[n+](CC(=O)c4ccccc4)ccc3n2C)cc(OC)c1OC | 21.4 | -5.8 | -0.4 | 5.8 | -1.0 | -49.8 | 105.0 | 100.0 | 3.5
Cc1ccnc(SCCn2c(N3CCCCC3)nc3c2c(=O)[nH]c(=O)n3C)n1 | 4.9 | / | / | -7.1 | 4.0 | 1.3 | 100.0 | 103.0 | /
O=C(CN(Cc1ccccc1F)S(=O)(=O)c1ccc(Cl)cc1)NCC1CCCO1 (stereo unspecified) | -3.7 | -9.5 | 0.5 | -32.5 | 0.0 | -2.6 | 103.0 | 104.0 | -18.9
CCOc1ccccc1N(CC(=O)NCC1CCCO1)C(=O)CCC(=O)Nc1cc(C)on1 (stereo unspecified) | 5.8 | -5.7 | -0.6 | -36.7 | -7.0 | -9.0 | 100.0 | 102.0 | -1.8
Cc1ccc(/C=C2\SC(=S)N(CCCC(=O)N3CCOCC3)C2=O)cc1 | 13.6 | 3.0 | -1.1 | -38.9 | -3.0 | 2.3 | 96.0 | 98.0 | -0.3
O=C1C(Nc2ccccc2)=CC(c2ccc(O)cc2)N1c1ccccc1 (stereo unspecified) | 22.8 | -6.0 | -2.6 | -14.5 | -20.0 | 0.6 | 76.0 | 90.0 | -12.4
O=C(O)c1ccc(/C=C2\COc3ccccc3C2=O)cc1 | 13.0 | 0.7 | 1.1 | -14.3 | 1.0 | 13.1 | 103.0 | 102.0 | -4.8

Two consecutive compounds from above:
SMILES | UBC9 SUMO inh | GalR3 antagonist | CRFBP-R2 agonist | DNA FID counter | MEKK2 mut-MEK5 | HCV NS3 hel inh | MEKK3 PB1 HTS | MEKK2 WT-MEK5 | CRFR2-BP antag
COc1cccc(-n2c(Cc3cc(=O)[nH]c(=O)[nH]3)nnc2SCC(=O)NC2CCCCC2)c1 | 9.8 | 2.8 | -1.0 | -17.0 | 0.0 | -10.3 | 101.0 | 99.0 | -8.5
COc1ccc(COC(=O)c2n[nH]c3ccccc23)cc1F | -3.7 | -1.7 | 10.7 | -10.3 | 1.0 | -12.2 | 100.0 | 103.0 | -11.0
